Screening results: PubChem BioAssay, National Center for Advancing Translational Sciences (NCATS)
USP1-UAF1 inh – blocks the human USP1/UAF1 deubiquitinase complex. Potency, µM (series often up to 57.1 µM), for the others: at the highest dose activity change, negative = inhibition, actives largely listed as inhibitors. hit rate 0.23% among 390,000. O94782. recombinant USP1/UAF1, Ub-Rhodamine cleavage fluorescence; further: potency means the concentration at half of the fitted maximal effect; on the % scale 0 is the no-effect control and ±100 the full control effect; nearly all actives have a fitted effect of over 60% in size; inactives centre near -12
Target sequence (O94782 whole entry, looked up): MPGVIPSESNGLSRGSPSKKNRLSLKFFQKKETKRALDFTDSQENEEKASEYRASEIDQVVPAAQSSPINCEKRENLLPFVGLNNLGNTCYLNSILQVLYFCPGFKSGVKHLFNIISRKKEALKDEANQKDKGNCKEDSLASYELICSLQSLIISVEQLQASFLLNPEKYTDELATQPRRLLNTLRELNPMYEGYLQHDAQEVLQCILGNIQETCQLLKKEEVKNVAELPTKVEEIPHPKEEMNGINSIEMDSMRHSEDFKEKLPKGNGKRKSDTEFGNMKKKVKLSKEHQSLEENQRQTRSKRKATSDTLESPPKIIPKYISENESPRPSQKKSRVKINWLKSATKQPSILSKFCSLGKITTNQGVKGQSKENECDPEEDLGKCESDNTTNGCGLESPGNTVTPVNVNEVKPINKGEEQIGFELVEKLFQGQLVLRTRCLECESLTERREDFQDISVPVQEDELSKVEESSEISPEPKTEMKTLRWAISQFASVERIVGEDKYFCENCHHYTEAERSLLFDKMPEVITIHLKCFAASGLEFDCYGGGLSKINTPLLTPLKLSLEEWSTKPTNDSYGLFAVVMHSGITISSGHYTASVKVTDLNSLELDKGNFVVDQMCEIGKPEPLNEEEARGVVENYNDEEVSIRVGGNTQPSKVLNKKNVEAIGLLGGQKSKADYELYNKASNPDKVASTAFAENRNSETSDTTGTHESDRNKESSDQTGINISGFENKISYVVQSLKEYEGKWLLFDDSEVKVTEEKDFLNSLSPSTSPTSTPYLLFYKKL
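In this screen, compounds sit with the deubiquitinase complex (1nM) for 15 min at room temperature before Ub-Rho is added at 150nM final. Fluorescence rise is then followed for 6 reads every 60 seconds.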
TrxR1 substrate – is turned over as a substrate by rat TrxR1; O89049; purified TrxR1 substrate turnover, NADPH consumption readout; Potency, µM (titrated, usually from 114 µM), for the others: at the highest dose activity change, negative = substrate turnover; hit rate 0.01% among 390,000; further: potency means the concentration at half of the fitted maximal effect; on the % scale 0 is the no-effect control and ±100 the full control effect; nearly all actives have a fitted effect of over 50% in size
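Rat TrxR1, dispensed at 90 nM, was prereduced with 400 uM NADPH (final) for 5 min at ~22 deg C, then incubated with compound 15 min before 400 uM selenite. A first-read NADPH fluorescence drop versus no-compound background flagged substrates.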
IDH1 R132H inh – human IDH1 R132H inhibition; hit rate 0.093% among 390,000; O75874; Potency, µM (top dose mostly 76.6 µM), inactives show at the top dose activity change, negative = inhibition, most hits filed as inhibitors; IDH1-R132H enzyme, NADPH consumption, diaphorase/resazurin fluorescence; further: potency means the concentration at half of the fitted maximal effect; on the % scale 0 is the no-effect control and ±100 the full control effect; nearly all actives have a fitted effect of over 65% in size
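IDH1-R132H (0.5 ug/mL) preincubated 30 min with compound, then NADPH (0.016 mM) and alpha-KG (2 mM) added; 80 min at RT, pH 7.5. Remaining NADPH coupled via diaphorase/resazurin to fluorescence (540/590 nm); concentration-response curves normalized to no-enzyme control.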
PI4K2A inh – PI4K2A (human) kinase inhibition | Q9BTU6 | purified PI4K2A, ADP-Glo luminescence, 1 h; hits give low values | activity change, negative = inhibition, % at 76.9 µM | hit rate 0.13% among 420,000; in the data active means activity change below about -50%; inconclusive means mostly about -30% to -49%;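 further: -100% = wells without enzyme as full effect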
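Compounds are screened against recombinant PI4K2A using PI as substrate and ATP, the latter dispensed at 300 microM. Reactions run one hour at ambient temperature before ADP-Glo detection; full inhibition defined by wells lacking enzyme.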
Pin1 inhibitor – inhibitors of human Pin1 | hit rate 0.009% among 390,000 | Potency, µM (titrated, usually from 115 µM), inactives show top-dose activity, negative = inhibition, most hits filed as inhibitors | Q13526 | Pin1 FP peptide displacement, HiFluor488, 10 min | AID 504891; active means well fitted inhibition curve with a large enough effect in the polarisation, with a control signal flat, not every such curve was filed as active; inconclusive means small, poorly fitted or top-dose-only effect, or effect the other way, or a change in a side signal; inactive means no such curve, though single readings can be large or run the other way; the % refers to the polarisation; further: potency means the concentration at half of the fitted maximal effect; on the % scale 0 is the no-effect control and ±100 the full control effect
Target sequence (Q13526 whole entry, looked up): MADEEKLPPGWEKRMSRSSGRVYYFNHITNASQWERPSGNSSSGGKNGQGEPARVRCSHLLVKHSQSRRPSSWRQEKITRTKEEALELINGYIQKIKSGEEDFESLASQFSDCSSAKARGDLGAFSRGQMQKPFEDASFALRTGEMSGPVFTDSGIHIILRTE
TrxR1 inh – blocks rat thioredoxin reductase 1. AID 588453. Potency, µM (doses to about 114 µM), for the others: top-dose activity change, negative = inhibition, hits mostly inhibitors. hit rate 1% among 390,000. recombinant rTrxR1, NADPH fluorescence consumption, selenite substrate. O89049; further: potency means the concentration at half of the fitted maximal effect; on the % scale 0 is the no-effect control and ±100 the full control effect; nearly all actives have a fitted effect of over 65% in size
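Rat TrxR1 (90 nM in the dispensed reagent) was pre-reduced with 400 uM NADPH for 5 min at room temperature, then incubated with compound for 15 min. After 400 uM selenite was added, NADPH fluorescence (Ex 340/Em 450 nm) was followed for 8 min.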
HP1b binding inh – inhibitors of HP1-beta chromodomain binding to methylated histone tails; hit rate 0.56% among 390,000; Potency, µM (series often up to 114 µM), inactives show at the highest dose activity change, negative = inhibition, usual class: inhibitors; P83916; AID 540317; AlphaScreen HP1-beta / biotin-H3K9me3 peptide binding; further: potency means the concentration at half of the fitted maximal effect; nearly all actives have a fitted effect of over 70% in size; inactives centre near 23
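AlphaScreen: HP1-beta (50 nM) preformed 30 min with biotin-H3(1-18)K9me3 peptide (50 nM) in PBS pH 7.4, 0.01% Tween-20. Compound added for 30 min at RT, then streptavidin donor/nickel chelate acceptor beads (10 ug/mL) for 30 min.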
PGK inhibitor – blocks T. brucei phosphoglycerate kinase; AID 602233; hit rate 0.043% among 380,000; PGK/GAPDH coupled, Kinase-Glo luminescence, 60 min; Potency, µM (series often up to 57.5 µM), for the others: top-dose activity change, negative = inhibition, usual class: inhibitors; further: potency means the concentration at half of the fitted maximal effect; on the % scale 0 is the no-effect control and ±100 the full control effect; nearly all actives have a fitted effect of over 60% in size
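Recombinant glycosomal PGK reaction used 1,3-bisphosphoglycerate generated in-well by GAPDH (100nM final) in 100mM TEA pH 7.6, 5mM MgCl2, 0.01% Tween-20. After 60 minutes at room temperature, ATP was read by Kinase-Glo Plus luminescence end-point.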
GLS inh – blocks human kidney-isoform glutaminase activity. GLS enzymatic activity, qHTS titration. Potency, µM (series often up to 45.5 µM), for inactives: at the highest dose activity change, negative = inhibition, actives largely listed as inhibitors. hit rate 0.21% among 410,000; further: potency means the concentration at half of the fitted maximal effect; on the % scale 0 is the no-effect control and ±100 the full control effect
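Human kidney-isoform GLS in 45 mM KH2PO4 pH 8.2, 0.02% Tween-20, with compound, started with 1mM L-Glutamine (added stock). Glutamate oxidase/HRP/Amplex red coupled fluorescence read at start and after 30 min at RT.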
An asterisk follows results filed as active; i = inactive; ? = inconclusive; & = joins results of further samples; [ ] = dose if it differs, or a comment. Unless noted, the call rests on the fitted dose curve; in most records, active means well fitted curve in the direction sought with a large enough effect; inconclusive means small, poorly fitted or top-dose-only effect, or another doubt; inactive means no such curve, though single readings can be large; an effect the other way counts as inactive or inconclusive. Some of the compounds tested, so the mix of outcomes need not match the whole.

SMILES | USP1-UAF1 inh | TrxR1 substrate | IDH1 R132H inh | PI4K2A inh | Pin1 inhibitor | TrxR1 inh | HP1b binding inh | PGK inhibitor | GLS inh
O=C(CSc1nc(NS(=O)(=O)c2ccccc2)cc(=O)[nH]1)Nc1ccccc1Cl | -18% | 8%[57.1 µM] | 2% | -16 | -5% | 41%[activator][57.1 µM] | 20% | 3% | -15%
COc1ccc(S(=O)(=O)Nc2c3ccccc3nc(=O)n2-c2ccccc2)cc1 | -6% | 5% | 11% | 0 | 1% | -1% | 45%[activator] | 2% | -2%
CCCCC(=O)NCc1ccccc1Cl | -17% | 0% | 10% | 1 | 0% | 13% | 24% | -9% | 3%
O=C(NCCc1ccccc1)c1ncn[nH]1 | -9% | 7% | 3% | 9 | -2% | 12% | 19% | -7% | 0%
CCCC[C@@H]1CNC(=S)N1CC1CCCCC1 | -25% | 11%[57.1 µM] | 14% | 2 | -9% | 14%[57.1 µM] | 19% | -2% | 3%
COc1ccc(N/C(N)=N/c2nc(CSc3ccc(C)cc3)cc(=O)[nH]2)cc1 | 3% | -5% | -2% | 1 | 4% | -7% | 17% | 7% | 17%
Cc1cc(C)c2nc(N3CCC(C(=O)NCCCN4CCCCC4)CC3)sc2c1 | -18% | 6% | 4% | 1 | -1% | 16% | 28% | 7% | 5%
CC(=O)c1sc(NC(=O)CCCOc2ccc(Cl)cc2)nc1C | -16% | -24%[57.1 µM] | 4% | -1 | 23% | ? | 28% | 0% | 2%
COc1ccc(S(=O)(=O)N2CCN(C3CC4CCC3C4)CC2)cc1 (centres undefined) | -8% | 3%[57.1 µM] | 1% | -3 | -2% | -3%[57.1 µM] | 2% | -8% | -4%
CCNC(=O)CSc1nnc(-c2cccs2)o1 | -22% | 12% | 4% | 2 | -2% | 35% | 35% | -5% | 0%
CCN(CC)c1nc(C(F)(F)F)nc2c1nnn2Cc1ccccc1 | -18% | -6% | 1% | -2 | 3% | 25% | 143%[activator] | -12% | -4%
COc1cccc(/C=C/C(=O)OCC(=O)c2ccc(S(=O)(=O)N3CCCCC3)cc2)c1OC | -22% | 18% | 4% | 1 | ? | 30% | 26% | -4% | -1%
O=C(CN1CCN(C(=O)c2ccccc2Cl)CC1)Nc1cccc(S(=O)(=O)N2CCCC2)c1 | -16% | 5% | 3% | -11 | 1% | 8% | 37% | -3% | 0%
CC(=O)c1cccc(-n2c(=O)c3c4c(sc3n(Cc3cccc(C)c3)c2=O)CN(C(C)=O)CC4)c1 | -25% | -3% | ? | 1 | 2% | 13% | 21% | -3% | -6%
CCCCNc1c(-c2cccc(SC(C)CC)c2)nc2ccc(Cl)cn12 (centres undefined) | -39% | -6%[57.1 µM] | 6% | 1&0 | 11% | 13%[57.1 µM] | 99%[activator] | i | 17%&24%
Cc1nnc(SC(C)C(=O)Nc2ccc(Cl)cn2)n1Cc1ccccc1 (centres undefined) | -27% | -6% | 4% | -9 | 0% | 6% | 52%[activator] | -11% | -33%
COc1cccc2c1OC1(C)CC2/C(=C(\C)O)C(=O)N1 (centres undefined) | -8% | -7% | 9% | 0 | 0% | 12% | 21% | i | -6%
COc1ccc(S(=O)(=O)N2CCC(C(=O)N3CCCCC3)CC2)cc1OC | -20% | 8%[57.1 µM] | 1% | 3 | 1% | 8%[57.1 µM] | 45%[activator] | 0% | -2%
c1ccc2c(c1)nc(Nc1ccc3c(c1)OCO3)c1nnnn12 | -20% | -7% | 2% | -5 | 18% | 11%[57.1 µM] | 29% | -1% | 2%
O=C(Nc1c(Cl)cccc1Cl)C1CCN(C(=O)c2cccs2)CC1 | -8% | 3% | 8% | -2 | -6% | 4% | 14% | i | 9%
O=C(Nc1cc([N+](=O)[O-])ccc1N1CCOCC1)c1ccco1 | 2% | 1% | 5% | 4 | -7% | 0%[57.1 µM] | 31%[activator] | i | -3%
Cc1c(Br)c([N+](=O)[O-])nn1CC(=O)NCCc1c[nH]c2ccccc12 | -8% | -7% | 3% | -5 | 4% | 2%[57.1 µM] | -6% | -10% | -2%
COc1ccc(NCC(=O)Nc2ccc(Br)cc2F)c(OC)c1 | -15% | 3% | 13% | 8 | 5% | 4% | ? | -6% | ?
c1ccc(CSc2ncn[nH]2)nc1 | ? | -7%[57.1 µM] | 0% | 1 | -5% | -13%[57.1 µM] | 0% | -4% | 3%
COc1ccc(-c2sc3cc4c(cc3c2C#CC2(N)CCCCC2)OCO4)cc1 | -25% | 19% | 0% | -7 | -17% | 3% | 11% | -10% | 4%

A run of entries from the list above, for reference:
SMILES | USP1-UAF1 inh | TrxR1 substrate | IDH1 R132H inh | PI4K2A inh | Pin1 inhibitor | TrxR1 inh | HP1b binding inh | PGK inhibitor | GLS inh
O=C(Nc1c(Cl)cccc1Cl)C1CCN(C(=O)c2cccs2)CC1 | -8% | 3% | 8% | -2 | -6% | 4% | 14% | i | 9%
O=C(Nc1cc([N+](=O)[O-])ccc1N1CCOCC1)c1ccco1 | 2% | 1% | 5% | 4 | -7% | 0%[57.1 µM] | 31%[activator] | i | -3%
Cc1c(Br)c([N+](=O)[O-])nn1CC(=O)NCCc1c[nH]c2ccccc12 | -8% | -7% | 3% | -5 | 4% | 2%[57.1 µM] | -6% | -10% | -2%
COc1ccc(NCC(=O)Nc2ccc(Br)cc2F)c(OC)c1 | -15% | 3% | 13% | 8 | 5% | 4% | ? | -6% | ?
c1ccc(CSc2ncn[nH]2)nc1 | ? | -7%[57.1 µM] | 0% | 1 | -5% | -13%[57.1 µM] | 0% | -4% | 3%
COc1ccc(-c2sc3cc4c(cc3c2C#CC2(N)CCCCC2)OCO4)cc1 | -25% | 19% | 0% | -7 | -17% | 3% | 11% | -10% | 4%

Other results follow:
SMILES | USP1-UAF1 inh | TrxR1 substrate | IDH1 R132H inh | PI4K2A inh | Pin1 inhibitor | TrxR1 inh | HP1b binding inh | PGK inhibitor | GLS inh
Cc1ccc(N=Nc2ccc(N)cc2C)c(S(N)(=O)=O)c1 | -20% | -9% | 5% | 7 | -5% | -1% | ? | -4% | 0%
COc1ccccc1CNC(=O)C(=O)NCC(c1ccco1)N1CCOCC1 (centres undefined) | -20% | 4% | -1% | 8 | -7% | 13% | 14% | -6% | -6%
CC(=O)/C(=N/Nc1ccc(Br)cc1)N1CCCc2ccccc21 | -2% | 3%[57.1 µM] | 0% | 4 | -10% | 9%[57.1 µM] | -27% | -8% | ?
O=C(C1CCCN(Cc2cccnc2)C1)N1CCCCC1 (centres undefined) | -26% | 9%[57.1 µM] | 7% | 13 | -16% | 6%[57.1 µM] | ? | -1% | 6%
COC(=O)c1ccsc1NC(=O)CN1C(=O)CCC1=O | 9% | -4% | -3% | -4 | -4% | -6% | 37% | 2% | 11%
Cc1cc2ccc3ccccc3c2cc1CN(C)C | -3% | 4% | 4% | -1 | 2% | 16%[57.1 µM] | 24% | -7% | 17%
COc1cccc(N2C(=O)CSC23C(=O)N(Cc2ccccc2)c2ccccc23)c1 (centres undefined) | ? | 0% | -12% | -5 | -2% | 22% | 18% | -7% | -5%
CCCn1c(NC(=O)c2ccccc2Br)nc2ccccc21 | -27% | 10%[57.1 µM] | 13% | 1 | -5% | 49%[activator][57.1 µM] | 37%[activator] | -1% | -2%
CC1(c2ccc(Cl)c(Cl)c2)NC(=S)N2C1NC(=S)N2c1ccccc1 (centres undefined) | -18% | -7% | -6% | -3 | -1% | -17% | -17% | 5% | -5%
COCCn1c(C)cc(C2=NNC(=Nc3ccc(Cl)cc3Cl)SC2)c1C | -16% | 16%[57.1 µM] | -1% | -3 | 3% | -2% | -18% | -11% | -2%
CCc1cc2c(=O)c(-c3cnn(-c4ccccc4)c3)coc2c(CN2CCOCC2)c1O | -11% | 13%[57.1 µM] | 3% | 5 | 3% | 9%[57.1 µM] | 28% | -8% | 6%
COc1ccc(/C=N/n2nnnc2N)cc1OC | -2% | 11%[57.1 µM] | 1% | 2 | -6% | -2%[57.1 µM] | 21% | i | -1%
COc1ccccc1C(=O)Nn1c(C)nc2ccccc2c1=O | -6% | 10%[57.1 µM] | 14% | 2 | -1% | 13%[57.1 µM] | 5% | -3% | -7%
CC(Oc1ccc(F)cc1)C(=O)Nc1ccc2ccccc2c1 (centres undefined) | -6% | -17% | 3% | 1 | -5% | -15% | 15% | i | -9%
O=C(NCC(=O)N1CCN(c2ccccc2O)CC1)c1ccc2c(c1)OCO2 | -13% | 0% | -5% | -13 | ? | 14% | 12% | -6% | 19%
CCCCn1nnnc1NCc1ccc(OC)c(OC)c1OC | 1% | 0% | 3% | 4 | -10% | 17% | 11% | -6% | 0%
CC(Cn1cncn1)C(=O)N1CCN(S(=O)(=O)c2ccc(Cl)cc2)CC1 (centres undefined) | -23% | 2%[57.1 µM] | 0% | 0 | -2% | 2%[57.1 µM] | 60%[activator] | 5% | -2%
